PglD inh – C. jejuni PglD acetyltransferase inhibitors, primary screen, biochemical, DTNB colorimetric, single point; UDP-N-acetylbacillosamine N-acetyltransferase PglD (Campylobacter jejuni); purified PglD enzyme, DTNB colorimetric CoA detection; inhibition, % at 12.5 µM; hit rate 0.098% among 360,000; in the data active means inhibition above about 16%, passing the limit was not always enough; further: strong numbers were not always called active
RAD54 inh – inhibitors of human RAD54 branch migration, primary screen, biochemical, fluorescence, single point; DNA repair and recombination protein RAD54-like (Homo sapiens), Q92698; RAD54 Holliday junction branch migration, FAM/BHQ fluorescence; inhibition, % at 10.4 µM; hit rate 0.14% among 360,000;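 active means mean normalized replicate activity at least 40 and at least half of replicates scoring 40 or more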;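 further: 0% = median of neutral control wells and 100% = median of positive control wells; inhibitors cause a drop in the FAM fluorescence signal; in these data hits start at about 50%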
RAD52 anneal inh – RAD52 DNA annealing inhibitors, primary screen, biochemical, FRET, single point, set 2; recombinant RAD52 DNA annealing, FRET fluorescence; AID 651710, 2012; DNA repair protein RAD52 homolog (Homo sapiens), P43351; hit rate 0.46% among 360,000; inhibition, % at 18.7 µM;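 active means every replicate showing at least 50% inhibition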
Target sequence (P43351 whole entry, looked up): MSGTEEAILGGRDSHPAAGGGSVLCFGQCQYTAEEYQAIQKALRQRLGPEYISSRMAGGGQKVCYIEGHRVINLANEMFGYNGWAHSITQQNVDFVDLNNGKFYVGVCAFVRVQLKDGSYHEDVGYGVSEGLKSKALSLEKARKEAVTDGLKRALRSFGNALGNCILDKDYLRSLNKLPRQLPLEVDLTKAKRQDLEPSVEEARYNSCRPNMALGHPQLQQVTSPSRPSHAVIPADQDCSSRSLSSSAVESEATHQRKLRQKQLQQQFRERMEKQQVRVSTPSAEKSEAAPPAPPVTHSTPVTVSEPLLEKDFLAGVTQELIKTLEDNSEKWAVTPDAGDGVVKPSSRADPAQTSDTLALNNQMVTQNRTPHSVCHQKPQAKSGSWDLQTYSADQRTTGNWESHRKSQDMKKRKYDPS
ERAP1 inh – human ERAP1 aminopeptidase inhibitors, primary screen, biochemical, single point, plate reader; Endoplasmic reticulum aminopeptidase 1 (Homo sapiens), Q9NZ08; recombinant ERAP1, Leu-AMC fluorescence, 60 min; inhibition, % at 10.7 µM; hit rate 0.15% among 340,000; AID 652197, 2013;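 active means mean replicate inhibition of at least 30%, or all replicates individually reaching that 30% level; inactive means mean below 30% and not every replicate reaching it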;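 further: 0% = neutral control wells and 100% = L-leucinethiol positive control wells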
Cneo AK release – Cryptococcus neoformans cell lysis inducers, primary screen, AK release luminescence, single concentration; C. neoformans lysis, adenylate kinase release luminescence, 4 h; normalised: neutral wells 0, clomiphene wells 100; AID 651654, 2012; hit rate 0.2% among 360,000; lysis activity, % at 15 µM;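 active means mean lysis activity across replicates of at least 80%, whatever share of replicates individually reach that level; inactive means mean lysis activity below 80%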
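Material – log-phase Cryptococcus neoformans yeast cells · Input – 5 × 10^6 yeast cells/mL · Medium – fresh YPD growth medium · Doses – single compound concentration per well · Timing – static 4 h at 37 °C with compound, 1 h detection · Detection – adenylate kinase release luminescence · Read-out – signal increase indicating cell lysis · Control set – Clomiphene as positive lysis control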
PGC1a acetyl inh – inhibitors of PGC1a acetylation signal, primary screen, cell-based, U2OS, AlphaScreen, inhibitor mode; hit rate 0.17% among 350,000; AlphaScreen anti-acetyl-lysine; with virally co-expressed GCN5 acetyltransferase; inhibition, % at 15.6 µM;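 active means every replicate shows inhibition of at least 40%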;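 further: 0% = neutral control wells and 100% = positive control wells; some results beyond the cut were filed as inactive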
E-selectin induc – E-selectin induction in HUVECs, primary screen, imaging, HUVEC, immunofluorescence imaging, single point. P16581. normalized: neutral wells 0, TNF-alpha wells 100. hit rate 0.37% among 260,000. activation, % at 7.58 µM;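 active means mean E-selectin-positive cell signal at least 10% of the positive control, reached in at least 60% of replicates, without over 20% cell loss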;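 further: in these data hits start at about 27%; measured in HUVEC primary endothelial cells; signal is the percent of cells scored E-selectin positive by PE staining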
Target sequence (P16581 whole entry, looked up): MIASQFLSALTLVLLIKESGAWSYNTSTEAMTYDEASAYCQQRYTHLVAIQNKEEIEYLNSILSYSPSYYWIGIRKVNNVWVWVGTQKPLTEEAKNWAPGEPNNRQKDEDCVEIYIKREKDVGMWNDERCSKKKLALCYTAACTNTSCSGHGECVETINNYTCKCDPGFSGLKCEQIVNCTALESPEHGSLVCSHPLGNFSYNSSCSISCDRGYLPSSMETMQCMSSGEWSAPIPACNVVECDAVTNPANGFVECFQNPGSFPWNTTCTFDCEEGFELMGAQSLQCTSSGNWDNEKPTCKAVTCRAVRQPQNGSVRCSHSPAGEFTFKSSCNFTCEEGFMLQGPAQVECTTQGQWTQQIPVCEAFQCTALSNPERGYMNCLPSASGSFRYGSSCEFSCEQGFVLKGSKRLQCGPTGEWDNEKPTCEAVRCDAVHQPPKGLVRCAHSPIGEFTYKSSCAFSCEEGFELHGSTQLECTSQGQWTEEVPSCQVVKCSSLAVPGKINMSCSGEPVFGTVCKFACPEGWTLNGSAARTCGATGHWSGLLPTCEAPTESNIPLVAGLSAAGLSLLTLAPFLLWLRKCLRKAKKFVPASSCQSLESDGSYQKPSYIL
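System: HUVEC / Compound: single concentration / Signal: immunofluorescence imaging / Read-out: percent E-selectin-positive cells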
miR-122 sensor – miR-122 Renilla sensor signal increase in Huh7, primary screen, miR-122 inhibitor project, cell-based, single point, plate reader; Huh7 miR-122 Renilla luciferase sensor, 48 h; neutral wells = 0, positive control = 100; activation (reporter increase), % at 12.5 µM; AID 602342, 2012; hit rate 0.3% among 340,000;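 active means mean replicate activation score at least 90 and every replicate individually at or above 90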;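 further: higher luciferase means less miR-122 activity so hits act as miR-122 inhibitors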
* marks the source's active call; other numbers are inactive results; / = no result given; [ ] = another dose, or the depositor's remark.

Values in the order: PglD inh	RAD54 inh	RAD52 anneal inh	ERAP1 inh	Cneo AK release	PGC1a acetyl inh	E-selectin induc	miR-122 sensor
1. CC(C)n1nc(C(=O)Nc2cccc(S(=O)(=O)N3CCOCC3)c2)c2ccccc2c1=O
  0	-4	-31	-1	1	-14	/	3
2. Cc1sc(NC(=O)CSc2nnc(C)c(=O)[nH]2)c(C#N)c1C
  1	-7	/	/	1	-6	/	-2
3. Cc1ccc(C2=CC(c3ccc(C)cc3)n3ncnc3N2)cc1 (configuration not stated)
  -3	1	/	/	-2	-2	0.0	-4
4. CCCN1C[C@@H](C)[C@H](OC)CN(C)C(=O)c2ccc(NC(=O)c3cccc(OC)c3)cc2OC[C@H]1C
  -4	-2	19	2	2	-13	-0.1	-30[16.7 µM]
5. CCc1cc2c3c(c(=O)oc2cc1OC)CCCC3
  1	-12	/	/	-3	45	/	-8
6. C[C@@H]1CN([C@@H](C)CO)C(=O)c2cccc(NC(=O)C3CCCCC3)c2O[C@@H]1CN(C)S(=O)(=O)c1ccccc1
  8	-16	13	3	0	-6	0.7	-10[16.7 µM]
7. Cc1ccc(F)cc1NC(=O)CSc1nc(Nc2ccccc2)nc(N2CCOCC2)n1
  1	0	0	-1	-3	4	-0.7	-4
8. C[C@@H]1CN([C@H](C)CO)C(=O)Cc2cc(NS(=O)(=O)c3cn(C)cn3)ccc2O[C@H]1CN(C)S(=O)(=O)c1ccccc1
  1	-7	-3	-2	1	6	0.2	-2[16.7 µM]
9. CC(=O)N1CC2(C1)[C@H](c1ccccc1)[C@H](CO)N2Cc1cc(F)ccc1F
  /	/	-27	-3	/	-4	0.0	/
10. NC(=O)C1CCN(C(=O)CN2CCN(c3cccc(C(F)(F)F)c3)CC2)CC1
  5	0	/	/	-2	5	/	3
11. C[C@@H]1CCCCO[C@@H](CN(C)C(=O)Cc2ccccc2)[C@@H](C)CN([C@@H](C)CO)C(=O)c2cc(NC(=O)Nc3ccccc3)ccc2O1
  -2	4	-21	0	1	23	/	1[16.7 µM]
12. C=CCN1C(=O)[C@@]2(O[C@@H](CCn3cc([C@H](O)c4ccccc4)nn3)[C@H]([Si](C)(C)c3ccc(OC)cc3)[C@H]2C)c2ccccc21
  14	9	17	-8	58	/	/	/
13. C[C@@H]1CN([C@H](C)CO)C(=O)c2ccccc2-c2ccccc2CO[C@H]1CN(C)C(=O)[C@@H](Cc1ccccc1)N(C)C
  1	9	-3	-1	1	4	0.2	/
14. Cc1ccc(Oc2ccc(Oc3ccc(C)cc3)nn2)cc1
  -1	-11	/	/	-1	12	/	-11
15. CN1CCN(C(=O)[C@@H]2[C@@H](CO)[C@@H]3Cn4c(cccc4=O)[C@H]2N3S(=O)(=O)c2ccccc2F)CC1
  -1	6	0	1	51	/	0.1	2[16.7 µM]
16. COP(=O)(c1ccc(N(C)C)cc1)C(O)c1ccccc1 (configuration not stated)
  -5	1	-9	0	0	6	0.1	/
17. CCOC(=O)c1c(C)[nH]c(C(=O)COC(=O)c2oc3ccccc3c2C)c1C
  1	-1	/	/	1	7	/	13
18. N#CCSc1nc(N)c(C#N)c(C2CCCCC2)c1C#N
  0	-1	/	/	-2	-2	/	-5
19. Cc1noc(C)c1-c1ccc(C(=O)Nc2cccc(C(F)(F)F)c2)c2occc12
  -4	13	0	7	-8	-5	1.6	5
20. O=C(NCc1ccco1)c1cc(-c2cccnc2)nc2ccccc12
  -8	2	/	/	-1	7	/	0
21. C[C@@H]1CN([C@@H](C)CO)S(=O)(=O)c2ccc(C#CCN(C)C)cc2O[C@@H]1CN(C)C(=O)C1CCC1
  2	0	-3	0	1	9	1.2	3[16.7 µM]
22. OC(c1cc(Cl)cc(Cl)c1)c1ncc(-c2ccccc2C(F)(F)F)[nH]1 (configuration not stated)
  -8	5	-14	-5	-1	/	0.1	17
23. CCCCOC(=O)Nc1nc2ccc(OC)cc2s1
  3	-7	/	/	-1	4	/	-2
24. COc1ccc(N(CC(=O)NCc2ccc(C)cc2)S(=O)(=O)c2c(C)[nH]c(=O)[nH]c2=O)cc1
  0	3	-1	0	0	/	/	-7
25. COc1ccccc1/C=C/C=N/N1CCN(c2ccccn2)CC1
  0	-19	/	/	1	-13	/	1
26. CC(=O)Nc1ccc2c(c1)nc(CCN1CCN(c3ccccn3)CC1)n2C
  -7	1	-8	-3	1	4	0.0	8
27. O=C(NCCCN1CCCC1=O)c1cc(S(=O)(=O)N2CCOCC2)c(Cl)cc1Cl
  7	2	7	1	-7	/	0.4	1
28. COc1ccc2nc(NC(=O)Nc3ccccc3OC)sc2c1
  -2	-8	5	3	-1	-4	1.8	1
29. CC(C)CN(C(=O)c1cccc([N+](=O)[O-])c1)c1c(N)n(CC(C)C)c(=O)[nH]c1=O
  -1	6	-17	-5	1	/	0.1	/
30. Cc1cc(C)c2oc(C(=O)N(Cc3ccc(F)cc3)C3CCS(=O)(=O)C3)cc(=O)c2c1 (configuration not stated)
  2	2	-8	-1	2	1	/	/
31. CCCCCCN1CCN(C2CN(Cc3ccc([N+](=O)[O-])cc3)S(=O)(=O)C2)CC1 (configuration not stated)
  -4	-7	-7	/	-1	6	-5.2	-6
32. CN1CCN(C(=S)C(=O)Nc2ccc(Br)cc2)CC1
  /	/	-12	1	/	-3	0.0	/
33. COc1ccc(C(=O)Cn2cnc3ccccc3c2=O)cc1
  -2	-2	-9	2	0	/	-0.1	2
34. C[C@H](CO)N1C[C@H](C)[C@H](CN(C)C(=O)c2ccncc2)Oc2cc(C#CC3(O)CCCC3)ccc2S1(=O)=O
  -3	-9	6	1	-2	11	-0.3	-6[16.7 µM]
35. Cc1c(C(N)=O)sc2ncn(CC(=O)OC(C)C)c(=O)c12
  -4	-7	/	/	0	-7	/	-5
36. Clc1ccc(COn2c(-c3ccccc3)nc3ccccc32)cc1
  1	2	/	/	6	-2	/	-4
37. Cc1[nH][nH]c(=O)c1N=Nc1ccc(S(N)(=O)=O)cc1
  -2	-1	-3	/	0	21	0.1	-2
38. COCC(=O)N1CC(=O)N2[C@@H](CO)[C@H](c3ccc(C#CCc4ccccc4)cc3)[C@@H]2C1
  /	/	-2	0	/	-3	0.3	/
39. COCCNC(=O)C[C@@H]1C[C@@H]2c3cc(NC(=O)Nc4ccc(F)cc4)ccc3O[C@@H]2[C@H](CO)O1
  -3	-8	/	/	-2	5	0.0	3[16.7 µM]
40. Cc1[nH]n(-c2cccc3ccccc23)c(=O)c1C=Nc1ccc2[nH]c(=O)[nH]c2c1
  8	-4	/	/	-1	16	/	0
41. Cc1nnc(SCC(=O)NC2CCCCC2C)s1 (configuration not stated)
  /	/	3	-3	/	-1	/	0
42. COc1ccc(CC(=O)Oc2ccc(C)cc2C)cc1
  -5	2	-9	1	-1	/	-0.3	/
43. CO[C@H]1CN(C)C(=O)c2cc(NS(=O)(=O)c3cn(C)cn3)ccc2OC[C@@H](C)N(CC2CC2)C[C@@H]1C
  5	1	-11	0	1	-6	-0.2	/
44. Cc1ccc(NC(=O)NCc2cccnc2)cc1
  -1	0	4	4	-1	3	-0.2	-6
45. Cc1ccc2nc(C)c(Cl)c(=O)n2c1
  -1	-7	/	/	-1	14	/	-1
46. Cc1cc(OCC(=O)NCCc2ccc(Cl)cc2)c2c(C)cc(=O)oc2c1
  -2	-4	-5	-4	-12	-36	1.1	2
47. COc1ccc(C(=O)N2C=Cc3ccccc3C2C(N)=O)cc1 (configuration not stated)
  0	2	-7	3	0	-4	6.7	-7
48. Cc1c(C(=O)NCc2ccc3c(c2)OCCO3)sc(=O)n1Cc1ccc2c(c1)OCO2
  0	-1	-18	/	-1	/	/	/
49. CCCn1c(C(C)Nc2nc(-c3cccc(Br)c3)cs2)nc2ccccc21 (configuration not stated)
  -1	2	-103	0	0	3	/	3
50. Cc1ccnc(NC(=O)CNC(=O)c2cccs2)c1
  -1	1	-8	-3	0	-2	0.2	-4
51. CC(C)n1ncc(N2CCOCC2)c(Cl)c1=O
  0	-5	-179	-6	3	-3	0.4	5
52. O=C(CN1C(=O)NC2(CCCc3ccccc32)C1=O)Nc1ccccc1OC(F)F (configuration not stated)
  11	-1	-7	5	0	1	/	-2
53. CCOCCCNC(=O)C1CCN(C(=O)N(C)C)CC1
  1	0	20	-1	-1	9	/	-3
54. Cc1ccc(Sc2ncccc2/C=N/O)cc1
  -8	9	-12	-2	-2	9	/	1
55. Cc1ccsc1CN(C)c1ncnc2ccc(-c3ccoc3)cc12
  6	0	-78	/	0	21	0.1	-4
56. C[C@H](CO)N1C[C@H](C)[C@H](CN(C)C)Oc2cc(C#C[C@@H](C)O)ccc2S1(=O)=O
  -2	1	9	1	-6	8	-0.1	-1[16.7 µM]
57. CO[C@@H]1CC[C@@H]2CCN(C)C(=O)[C@@H](C)CN(C)C(=O)c3cccc(C#N)c3OC[C@H]1O2
  -2	0	-4	1	1	/	0.1	/
58. COc1cc(C(=O)NC(c2ccccc2)c2ccccc2)cc(Cl)c1OC
  7	10	/	/	-1	-6	-0.4	-6
59. COc1ccccc1-n1c(SCC(=O)N2CCOCC2)nc2ccccc2c1=O
  1	-9	-6	-1	3	-6	/	-3
60. Fc1ccc(C(c2nnnn2CCc2ccccc2)N2CCCc3ccccc32)cc1 (configuration not stated)
  -6	16	/	/	-1	-25	/	49

(further entries)
Values in the order: PglD inh	RAD54 inh	RAD52 anneal inh	ERAP1 inh	Cneo AK release	PGC1a acetyl inh	E-selectin induc	miR-122 sensor
61. Clc1ccc(-c2noc(CN3CCOCC3)n2)cc1
  7	-5	-18	/	-1	-1	0.6	-6
62. Cc1ccc(S(=O)(=O)N2CCC[C@H]2C(=O)OCC(=O)N2CCc3ccccc32)cc1
  2	4	-3	-1	0	-26	1.1	-6
63. COc1ccccc1N1C(=O)CC(Nc2ccc(N3CCOCC3)cc2)C1=O (configuration not stated)
  -1	10	/	/	1	-1	/	6
64. CNS(=O)(=O)c1cc(NC(=O)c2cccc3cccnc23)ccc1C
  -2	-2	-46	-2	-5	/	0.1	/
65. CCn1c(COc2ccccc2C)nnc1SCC(=O)NC1CCCC1
  -4	-4	-10	0	-1	-3	/	5
66. COc1cc2c(cc1[N+](=O)[O-])-c1ccc([N+](=O)[O-])cc1C2=NO
  -4	-13	-16	-3	-2	-18	0.0	-8
67. CC(C)[C@@H]1COCn2nncc2CC[C@H](Cc2ccccc2)C(=O)N1
  /	/	6	0	4	/	0.0	/
68. COc1ccc(C2N(S(=O)(=O)c3ccc(C)cc3)CCN2S(=O)(=O)c2ccc(C)cc2)cc1
  -2	7	-4	-1	2	/	/	4

Structural class, the compounds so far with two or more sulfur atoms.
Values in the order: PglD inh	RAD54 inh	RAD52 anneal inh	ERAP1 inh	Cneo AK release	PGC1a acetyl inh	E-selectin induc	miR-122 sensor
2. Cc1sc(NC(=O)CSc2nnc(C)c(=O)[nH]2)c(C#N)c1C
  1	-7	/	/	1	-6	/	-2
8. C[C@@H]1CN([C@H](C)CO)C(=O)Cc2cc(NS(=O)(=O)c3cn(C)cn3)ccc2O[C@H]1CN(C)S(=O)(=O)c1ccccc1
  1	-7	-3	-2	1	6	0.2	-2[16.7 µM]
41. Cc1nnc(SCC(=O)NC2CCCCC2C)s1 (configuration not stated)
  /	/	3	-3	/	-1	/	0
68. COc1ccc(C2N(S(=O)(=O)c3ccc(C)cc3)CCN2S(=O)(=O)c2ccc(C)cc2)cc1
  -2	7	-4	-1	2	/	/	4
